bIAP act: intestinal alkaline phosphatase (bovine) activation | purified bovine IAP, CDP-star luminescence, 30 min; stronger effect = higher value; fold of DMSO-control signal, blank-subtracted | activation factor at 20 µM | 200,000 compounds, 0.17% hits | AID 1016;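 active = activation factor of 2 or more at 20 µM, a signal rise over negative controls twice the positive control's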
STAT1 inh: STAT1 signaling inhibition | NIH 3T3 STAT1-luciferase reporter, IFN-gamma, luminescence | 200,000 compounds, 0.35% hits | inhibition, % at 5.5 µM;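 active = inhibition above a set limit, the mean inhibition across all tested compounds plus 3 SD, cut at about 34% in these data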;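 also: 0% = IFN-gamma with DMSO and 100% = IFN-gamma with 300 µM nifuroxazide; values of inactives mirror those of a sister screen read the other way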
PPARg SRC-3 ag: agonists of human PPARgamma SRC-3 coactivator recruitment; biochemical PPARgamma/SRC-3 coactivator recruitment assay; P37231; AID 731; 200,000 compounds, 0.26% hits; activation, % at 8 µM; in the data active = activation above about 23%;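 also: 0% = DMSO and 100% = reference agonist; some compounds past the cut are filed as inactive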
PPARg SRC-2 ag: promotes SRC-2 coactivator recruitment by human PPARgamma; PPARgamma LBD-SRC-2 recruitment, biochemical; activation, % at 8 µM; 200,000 compounds, 0.34% hits; in the data active = activation above about 22%;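 also: 0% = vehicle and 100% = reference agonist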
TNAP act hi DEA: activators of human TNAP at high phosphate acceptor concentration; P05186; purified TNAP, CDP-star luminescence, 1 M DEA, 30 min; stronger effect = higher value; 0 = EDTA background, 1 = DMSO-only activity; activation factor at 20 µM; 200,000 tested, under 10 active; AID 1136;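 active = activation factor at least 2 at 20 µM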
Target sequence (P05186 whole entry, looked up): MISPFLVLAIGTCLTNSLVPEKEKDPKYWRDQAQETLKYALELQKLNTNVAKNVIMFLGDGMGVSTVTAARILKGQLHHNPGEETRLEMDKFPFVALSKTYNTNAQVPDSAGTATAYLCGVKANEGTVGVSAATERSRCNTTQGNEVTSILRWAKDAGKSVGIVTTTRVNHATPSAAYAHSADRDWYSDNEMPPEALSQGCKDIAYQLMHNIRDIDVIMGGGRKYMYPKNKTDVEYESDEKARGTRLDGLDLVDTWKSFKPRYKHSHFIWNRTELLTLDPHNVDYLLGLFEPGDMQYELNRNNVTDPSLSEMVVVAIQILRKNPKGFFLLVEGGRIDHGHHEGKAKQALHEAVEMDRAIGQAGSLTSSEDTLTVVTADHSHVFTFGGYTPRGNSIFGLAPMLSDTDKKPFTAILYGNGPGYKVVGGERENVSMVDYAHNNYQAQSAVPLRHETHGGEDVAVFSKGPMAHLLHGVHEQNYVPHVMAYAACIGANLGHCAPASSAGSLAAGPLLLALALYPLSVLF
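Assay system: human TNAP; Input: enzyme diluted 1/800 final; Reagent: CDP-star luminogenic substrate at 100 µM final; Timing: 30 min, room temperature; Signal: luminescence; Evaluation: TNAP activation factor scaled between EDTA and DMSO control wells.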
ROMK mod: human ROMK K+ channel modulation, primary screen. B-score at 10 µM. AID 1918. 130,000 compounds, 2% hits. Tet-inducible ROMK, thallium flux fluorescence; actives lie on both sides. P48048;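 active = signal ratio slope over the read window, or its plate-corrected B-score, at least 3 SD from the plate mean, either direction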;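 also: B-score of the F/F0 ratio slope over 7 to 12 s after thallium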
Target sequence (P48048 whole entry, looked up): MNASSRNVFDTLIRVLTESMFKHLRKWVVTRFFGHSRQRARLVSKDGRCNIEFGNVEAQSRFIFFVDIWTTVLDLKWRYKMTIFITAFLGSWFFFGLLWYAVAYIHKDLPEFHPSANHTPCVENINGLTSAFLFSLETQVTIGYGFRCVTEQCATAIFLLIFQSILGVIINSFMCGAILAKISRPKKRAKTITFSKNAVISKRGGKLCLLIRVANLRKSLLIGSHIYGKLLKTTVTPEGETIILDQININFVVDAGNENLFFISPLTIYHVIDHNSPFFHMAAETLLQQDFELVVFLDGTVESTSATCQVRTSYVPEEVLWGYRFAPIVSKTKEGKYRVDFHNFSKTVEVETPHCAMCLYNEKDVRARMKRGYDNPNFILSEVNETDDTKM
TR-FRET SRC-2 ct: TR-FRET artefact, counter-screen to PPARgamma/SRC-2 agonist assay; stronger effect = higher value; TR-FRET ratio at 8 µM; 200,000 compounds, 0.4% hits; AID 1049; in the data active = TR-FRET ratio above about 2000; also: inactives centre near 1500
bIAP inh: blocks bovine intestinal alkaline phosphatase activity; purified bovine IAP, CDP-star luminescence, 30 min; inhibition, % at 20 µM; 190,000 tested, under 10 active; AID 1019;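 active = over 50% inhibition of intestinal alkaline phosphatase at 20 µM in the single-dose screen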
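Incubation: 30 min reaction at room temperature / Material: purified bovine intestinal alkaline phosphatase (IAP) enzyme / Input: enzyme at 1/65,000,000 dilution / Dosing: 20 µM single dose / Signal: CDP-star luminescence signal / Reagent: CDP-star chemiluminescent phosphatase substrate, 30 µM final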
STAT3 act: STAT3 signaling activation. U3A cells, IL-6 STAT3-luciferase reporter, luminescence; 100% = signal with IL-6 EC80 alone. AID 871. 190,000 compounds, 0.91% hits. activation (% of control), % at 5.6 µM;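 active = activation above the screen-wide mean of compound activation plus 3 SD, cut at about 130% in these data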;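 also: 0% = background luminescence of wells with medium and substrate only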
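Material: STAT1-lacking human U3A cells, STAT3 luciferase reporter | Benchmarks: IL-6-only wells as 100% reference | Probe or stimulus: IL-6 (33 ng/mL) | Timing: Compound 1 h, then IL-6 6 h at 37 °C | Detection: Luminescence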
STAT3 inh: reduces IL-6 driven STAT3 reporter signal; U3A cells, IL-6 STAT3-luciferase reporter, luminescence; host cell line lacks STAT1; 190,000 compounds, 0.89% hits; inhibition, % at 5.5 µM; AID 862;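 active = inhibition above the mean inhibition across all screened compounds plus 3 SD, cut at about 44% in these data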;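 also: 0% = DMSO only wells and 100% = 100 µM nifuroxazide control wells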
PPARg SRC-1 ag: promotes SRC-1 coactivator recruitment by human PPARgamma | PPARgamma-SRC-1 coactivator recruitment biochemical assay | activation, % at 8 µM | P37231 | 200,000 compounds, 0.41% hits; in the data active = activation above about 19%;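 also: 0% = DMSO and 100% = reference agonist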
The depositor's hits bear a star; nt = not tested or not shown. Rows were taken by chance. Share with any hit: about 3.7%.

SMILES	bIAP act	STAT1 inh	PPARg SRC-3 ag	PPARg SRC-2 ag	TNAP act hi DEA	ROMK mod	TR-FRET SRC-2 ct	bIAP inh	STAT3 act	STAT3 inh	PPARg SRC-1 ag
O=C(CSc1ccc(-c2ccco2)nn1)NCc1ccccc1Cl	0.9	1	6	6	1	nt	1506	7	103	-2	3
CCOCCCNC(=O)CN(c1cc([N+](=O)[O-])ccc1OC)S(C)(=O)=O	1.1	1	-1	8	1.1	-0.18	1645	-6	97	10	7
Cc1cc(Nc2ccc3c(c2)OCCO3)c2cc(Cl)ccc2n1	1	-3	2	-8	1	-1.9	1632	-3	94	8	-5
C=CCOC(=O)COc1ccc2c(C)c(C)c(=O)oc2c1C	1	-2	8	7	1	nt	1606	2	82	24	4
O=C(CCc1ccccc1)OCC(=O)c1ccc(Br)cc1	1	-7	-1	0	1	1.6	1527	4	103	-6	14
O=S(=O)(c1ccc(F)cc1)N1CCC(N2CCCCCC2)CC1	1	0	-13	3	1.1	nt	1570	2	95	10	3
COc1ccccc1N1CCN(C(=O)/C=C/c2ccc3c(c2)OCO3)CC1	1	10	0	-2	1	-0.16	1480	-5	94	15	0
CC(=O)Nc1c(Br)cc(N2C(=O)CCC2=O)cc1Br	1.1	1	-2	2	1	-0.12	1449	-12	107	-6	4
O=Nc1ccc(NOC(=O)c2ccc(Br)cc2)cc1	0.8	2	2	8	1	nt	1519	17	97	10	12
Cc1ccccc1OCCn1c(=O)sc2ccccc21	1.3	0	12	3	1	nt	1443	-27	89	16	3
COc1ccc(C2=NN(C(N)=S)C(c3ccccc3)C2)cc1 (centres undefined)	0.8	-21	29*	53*	0.9	-0.42	2602*	23	100	5	57*
CCCCCc1ccc(-c2nnc(N)s2)cc1	0.8	-17	4	-5	1	-0.35	1586	21	95	8	3
COC(=O)c1c(NC(=O)c2ccccc2)sc2c1CC(C)(C)NC2(C)C	1	-9	5	3	1	nt	1670	4	nt	nt	-1
CCc1nn(CC(=O)Nc2ccc(Br)c(C)c2)c(=N)s1	1	1	5	1	1	-0.097	1680	2	98	11	-3
Cc1nnc(SCc2ccc(CC(=O)O)cc2)o1	0.9	-3	8	-1	1.1	0.12	1388	6	105	-1	7
Cc1ccc(Cc2nnc3n(-c4ccccc4)nc(C(=O)c4ccccc4)n3c2=O)cc1	1	8	6	-7	1	0.23	1346	0	101	2	-5
O=C(NCc1ccccc1Cl)c1ccc[nH]1	1	0	-1	2	1	-1.4	1510	3	99	12	4
CCOc1ccccc1/C=N/NC(=O)Cc1csc(Nc2cccc(C(F)(F)F)c2)n1	0.9	-8	13	3	1	nt	1525	9	114	-9	3
C/C(N)=C(/C#N)C(=O)COC(=O)c1cc(-c2cccc3ccccc23)nc2ccccc12	1	-10	2	5	1	nt	1555	0	97	8	6
CCOC(=O)c1ccc(NC(=O)C(=O)NCc2ccco2)cc1	1	-6	7	-1	1.1	-0.37	1423	4	107	-6	0
COc1ccc(-c2cc(-c3ccccc3O)[nH]n2)cc1OC	1.6	-9	13	6	1.1	nt	1642	-59	98	8	-2
O=C(O)CC(C(=O)Nc1ccc(Cl)c(Cl)c1)C1CCCO1 (centres undefined)	0.9	-4	-1	8	1	0.4	1662	9	101	4	5
O=C1NC2(CCN(Cc3ccccc3)CC2)Oc2ccccc21	1.1	3	-3	0	1	0.012	1551	-11	102	9	3
CC(C)C(O)(C#CCN1CCCCCC1)c1ccccc1 (centres undefined)	1	0	0	-4	1	nt	1405	-1	99	4	10
Cc1ccccc1Cn1ccc(NC(=O)c2cnn3cccnc23)n1	0.9	-9	-16	3	1.1	-0.72	1566	14	90	13	-2
Cc1ccccc1NC(=S)NC(=O)CCc1ccccc1	0.8	5	-6	5	1.1	nt	1754	18	97	15	-7
Cc1cc(N/N=C/c2ccc(O)cc2)nc(NS(=O)(=O)c2ccccc2)n1	1.1	8	-3	7	1	nt	1746	-7	88	14	-5
Fc1ccccc1N1CCN(Cc2cccnc2)CC1	1	-2	5	11	1.1	-0.012	1550	2	101	-3	4
O=C1C(c2ccc(F)cc2)N(Cc2ccc3c(c2)OCO3)C(=O)CN1C1CCCCC1 (centres undefined)	1	0	-12	-7	1	nt	1535	4	100	10	2
Cn1c(CO)c(-c2ccccc2)c2cc([N+](=O)[O-])ccc21	0.8	2	4	0	1	-0.42	1461	19	90	16	0
O=C(COc1ccccc1/C=C1\SC(=O)NC1=O)Nc1ccc(F)cc1	1	1	7	-6	0.9	0.48	1621	3	111	-2	-1
C=C(C)CSc1nnc(-c2ccccc2)n1N	1	-6	-6	-1	1	nt	1506	-2	101	-2	-5
O=C(CCC1N=C2c3ccccc3N=C(SCc3cccc(Cl)c3)N2C1=O)NCc1ccco1 (centres undefined)	1	5	10	4	1.1	nt	1571	-3	99	2	-2
O=S1(=O)C=CC(Sc2nc3ccccc3[nH]2)C1 (centres undefined)	0.8	10	-4	-8	1.1	-0.19	1455	23	105	1	-3
CC1Cc2ccccc2N1C(=O)c1cccnc1 (centres undefined)	0.9	5	0	-2	1	nt	1639	7	103	0	8
Cc1ccc(S(=O)(=O)N2CCC(C(=O)NNS(=O)(=O)c3ccc(Cl)cc3)CC2)cc1	1	-4	-8	3	1	nt	1432	4	108	-8	1
Cn1nc(C(F)(F)F)c(C(=O)Nc2ccc(F)cc2F)c1Sc1ccc(Cl)cc1	1	9	12	2	1	nt	1706	0	92	15	4
Cc1cc(-c2n[nH]c(=S)n2/N=C/c2ccccc2[N+](=O)[O-])n[nH]1	0.9	2	5	0	1	nt	1517	7	79	27	-1
CCC(=O)N1CCN(c2ccccc2NC(=O)COc2ccccc2Cl)CC1	0.9	6	2	-1	1	nt	1603	11	156*	-61	3
COc1ccc(-c2noc(-c3ccc4c(c3)OCO4)n2)cc1	0.9	-24	8	-6	1.1	nt	1539	7	88	17	13
CCCCNC(=S)N(C)/N=C/c1ccc(OCC(=O)Nc2c(C)cc(C)cc2C)c(OC)c1	1	-2	3	1	1	1.6	1501	-2	119	-17	-1
CCC(=O)N(CCN1CCOCC1)Cc1cc2cc3c(cc2nc1Cl)OCO3	0.9	2	4	3	1.1	0.13	1816	5	103	-1	16
CN(C)c1cc[n+](CCC(=O)Nc2cccc([N+](=O)[O-])c2N)cc1	1	1	2	11	0.9	1.3	1440	-2	104	-4	0
CC(C)[N+](C)(CCOC(=O)C1c2ccccc2Oc2ccccc21)C(C)C	0.8	1	0	7	1	nt	1586	23	96	6	9
O=C(CCCCCNc1nc(=S)[nH]c2ccccc12)NCCC1=CCCCC1	0.8	-7	3	4	1.1	-0.3	1568	24	107	-6	9
O=C(C1=C[C@H](c2csc3ccccc23)C[C@H](OCCCCO)O1)N1CCOCC1	1	0	-2	2	1.1	nt	1451	5	nt	nt	2
Cc1ccc(C)c(C2C(C#N)=C(N)Oc3cc(C)oc(=O)c32)c1 (centres undefined)	0.8	2	-1	-7	1	0.18	1723	16	102	1	3
OCC1(Cc2ccccc2)CCN(Cc2cc3ccccc3o2)CC1	1.1	2	2	-1	1.1	-2.4	1576	-10	97	8	5
CCC(=O)NC(NC(=S)Nc1cccc2cccnc12)C(Cl)(Cl)Cl (centres undefined)	0.7	-6	3	10	1	-0.29	1606	34	103	-3	-3
NS(=O)(=O)c1cccc(NC(=O)COC(=O)C2CCCCC2)c1	0.9	-1	0	10	1	-0.76	1621	9	103	4	2
Cc1ccc(NC2=C(Cl)C(=O)OC2OC(C)C)c(C)c1 (centres undefined)	0.7	12	-2	0	1	nt	1759	25	81	26	2
Cc1ccc(C(=O)NC(=S)Nc2ccc3[nH]c(=O)[nH]c3c2)c(C)c1	0.9	-5	-3	-9	1	-0.3	1455	11	101	1	-13
Cc1ccsc1C1C(C#N)=C(N)OC2=C1C(=O)CC(C)(C)C2 (centres undefined)	1.1	8	1	6	1	0.56	1690	-9	97	11	11
O=C1CCC(=O)N1CN(Cc1ccco1)CN1C(=O)CCC1=O	0.9	-7	-2	2	1.1	0.66	1350	10	104	-2	6
Cn1c(=O)c2c(O)cc(=O)[nH]c2n(-c2ccccc2)c1=O	0.9	2	-4	-2	1.1	nt	1519	7	98	3	-2
O=C(CCc1nnc(Cc2ccc(-c3ccccc3)cc2)o1)NCCc1ccccn1	1	1	3	5	1	nt	1556	-3	102	1	4
O=C(NC(NCC1CCCO1)C(Cl)(Cl)Cl)c1cccc2ccccc12 (centres undefined)	0.8	6	2	-4	1	nt	1458	19	102	7	-4
Cc1ccc(S(=O)(=O)N2CCN(C(=O)N(c3ccccc3)c3ccccc3)CC2)cc1	0.8	4	-2	2	1	0.1	1508	15	105	-4	2
COc1ccc(OCCNc2c([N+](=O)[O-])c(=O)oc3ccccc23)cc1	1.1	9	4	2	1	-0.31	1460	-11	98	7	5
Oc1cccc2ccc(Nc3ccccn3)nc12	1	-5	2	4	1	1.1	1305	2	76	34	2

Looked up by structure from the list above, 2 records:
SMILES	bIAP act	STAT1 inh	PPARg SRC-3 ag	PPARg SRC-2 ag	TNAP act hi DEA	ROMK mod	TR-FRET SRC-2 ct	bIAP inh	STAT3 act	STAT3 inh	PPARg SRC-1 ag
Cc1ccc(C(=O)NC(=S)Nc2ccc3[nH]c(=O)[nH]c3c2)c(C)c1	0.9	-5	-3	-9	1	-0.3	1455	11	101	1	-13
Cc1ccc(S(=O)(=O)N2CCN(C(=O)N(c3ccccc3)c3ccccc3)CC2)cc1	0.8	4	-2	2	1	0.1	1508	15	105	-4	2

Additional results follow:
SMILES	bIAP act	STAT1 inh	PPARg SRC-3 ag	PPARg SRC-2 ag	TNAP act hi DEA	ROMK mod	TR-FRET SRC-2 ct	bIAP inh	STAT3 act	STAT3 inh	PPARg SRC-1 ag
CCN(CC)c1nc(C)nc2c1sc(=S)n2C	1	-5	3	11	1	-2.2	1614	-4	101	4	8
CC(C)c1ccc(CNC(=O)C(=O)NCC2CCCO2)cc1 (centres undefined)	0.9	0	6	-2	1	-0.09	1505	11	110	-9	6
Cc1ccc(NC(=O)c2ccc(NCCCN3CCC(C)CC3)c([N+](=O)[O-])c2)cc1F	0.5	3	0	5	0.9	-0.38	1853	50	104	3	1
COc1ccccc1-n1c(=S)[nH]c2c(sc(=S)n2-c2ccc(C)cc2C)c1=O	0.9	2	5	12	1.1	2.4*	1601	11	100	12	-1
C=CCc1cc(/C=C2/NC(=S)NC2=O)cc(OC)c1O	0.5	3	2	1	0.7	-1.3	1605	48	119	-14	-3
O=C(CN1C(=O)c2ccccc2S1(=O)=O)Nc1ccccc1	1	2	-5	-7	1	nt	1472	-4	98	6	-6
Cc1cc(-c2nn(-c3ccccc3F)cc2CNCCc2cnc[nH]2)c(C)s1	3*	1	1	7	1.1	-1	1516	-198	97	9	10
Cc1cc(C)cc(NC(=S)N=Nc2c(O)n(C)c3ccc(S(=O)(=O)N4CCOCC4)cc23)c1	1	-8	-4	0	0.8	nt	1533	3	109	-11	-12
